# GPR7 antagonist – GPR7 receptor antagonists, primary screen, cell-based, fluorescence, single concentration; Neuropeptides B/W receptor type 1 (Homo sapiens), P48145; 290,000 compounds, 1.1% hits; inhibition, % at 4.4 µM; GPR7-expressing cells, fluorescence antagonist assay; in the data active = inhibition above about 16%, passing the limit was not always enough;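 note: cells stimulated with the agonist NPW; 0% = agonist with vehicle and 100% = vehicle without agonist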
# Target sequence (P48145 whole entry, looked up): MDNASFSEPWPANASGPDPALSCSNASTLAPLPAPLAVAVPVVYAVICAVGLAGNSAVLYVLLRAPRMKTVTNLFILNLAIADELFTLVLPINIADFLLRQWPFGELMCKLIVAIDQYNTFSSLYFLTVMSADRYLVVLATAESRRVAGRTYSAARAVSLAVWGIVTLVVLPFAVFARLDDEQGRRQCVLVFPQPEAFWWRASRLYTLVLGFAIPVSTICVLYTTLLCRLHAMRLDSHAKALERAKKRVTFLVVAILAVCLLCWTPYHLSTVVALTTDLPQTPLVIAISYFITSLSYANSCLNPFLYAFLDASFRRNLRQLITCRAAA
# IMP-1 inh – IMP-1 metallo-beta-lactamase inhibitors, primary screen, biochemical, epi-absorbance readout, Pseudomonas aeruginosa enzyme. AID 1556, 2009. purified IMP-1, nitrocefin hydrolysis, epi-absorbance fluorescence. inhibition, % at 5.6 µM. 290,000 compounds, 0.45% hits. metallo-beta-lactamase IMP-1 (Pseudomonas aeruginosa);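 active = inhibition above the mean plus 3 SD of all compounds in the same screening run, cut at about 4.5% in these data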;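 note: 0% = IMP-1 with DMSO and 100% = DMSO wells lacking enzyme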
#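 System – purified recombinant IMP-1 beta-lactamase · Input – IMP-1 dispensed at 0.2 nM · Timing – 15 min preincubation plus 25 min reaction at 25 °C · Signal – Epi-absorbance fluorescence, 480 nm excitation, 530 nm emission · Measure – percent IMP-1 inhibition derived from blank-referenced optical density · Controls – Enzyme-plus-DMSO low control, enzyme-free DMSO high control · Replication – singlicate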
# V1R ag counter – agonists of human V1a receptor, primary screen, counter-screen for OXTR agonist project, fluorescence, CHO-V1R cells; activation, % at 3 µM; Vasopressin V1a receptor (Homo sapiens), P37288; Fluo-8 calcium fluorescence, agonist mode; 0% DMSO, 100% 3 nM vasopressin; 320,000 compounds, 0.25% hits;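 active = activation above the mean activation of all tested compounds plus 3 SD, per screening run, cut at about 20% in these data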;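 note: signal is peak over basal fluorescence ratio across a 100 second FLIPR read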
# PHOSPHO1 inh – PubChem AID 1565 | inhibition, % at 13.3 µM | recombinant PHOSPHO1, absorbance phosphatase assay | 290,000 compounds, 1.1% hits | Phosphoethanolamine/phosphocholine phosphatase (Homo sapiens), Q8TCT1; in the data active = inhibition above about 60%
# Target sequence (Q8TCT1 whole entry, looked up): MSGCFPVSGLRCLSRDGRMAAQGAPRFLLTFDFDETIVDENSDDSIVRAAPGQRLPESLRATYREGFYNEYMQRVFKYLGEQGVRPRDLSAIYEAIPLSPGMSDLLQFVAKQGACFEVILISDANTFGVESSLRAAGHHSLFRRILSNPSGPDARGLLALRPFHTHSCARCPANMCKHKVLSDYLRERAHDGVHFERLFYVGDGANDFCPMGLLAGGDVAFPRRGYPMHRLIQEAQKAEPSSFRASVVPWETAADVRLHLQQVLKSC
# GalR3 antagonist – GalR3 antagonists in HEK293 cells, primary screen, cell-based, fluorescence readout; Galanin receptor type 3 (Homo sapiens), O60755; HEK293 GalR3-CNG cAMP membrane potential fluorescence; galR3 body fused to GalR1 C-terminus; inhibition, % at 3 µM; 360,000 compounds, 0.44% hits;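 active = inhibition above the screen-wide average plus 3 SD, cut at about 13% in these data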;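 note: forskolin and galanin both at EC90 stimulate the cells; cAMP rise reported by CNG channel membrane potential dye signal; 0% = forskolin plus galanin with DMSO and 100% = forskolin alone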
# FID counter – compounds displacing fluorescent DNA intercalator, primary screen, artefact control for HCV NS3 helicase inhibitor project, biochemical, FID fluorescence | DNA fluorescent intercalator displacement | inhibition, % at 7.9 µM | 290,000 compounds, 0.17% hits; in the data active = inhibition above about 37%;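 note: 0% = vehicle and 100% = reference compound; higher means more ethidium bromide displaced from hairpin DNA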
# VIM-2 inhibitor – VIM-2 metallo-beta-lactamase inhibitors, primary screen, biochemical, epi-absorbance readout, Pseudomonas aeruginosa enzyme; purified VIM-2, nitrocefin hydrolysis, epi-absorbance fluorescence; inhibition, % at 5.6 µM; 290,000 compounds, 0.89% hits;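 active = inhibition above the mean of all tested compounds plus 3 SD, cutoff set per screening run, cut at about 7.5% in these data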;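 note: red hydrolysis product quenches plate fluorescence so inhibitors raise well fluorescence; 0% = enzyme with DMSO and 100% = DMSO without enzyme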
# OXTR ag – human OXTR agonists, primary screen, fluorescence, CHO-OTR cells, Fluo-8 calcium | Oxytocin receptor (Homo sapiens), P30559 | Fluo-8 calcium fluorescence; normalized: DMSO 0%, oxytocin 100% | activation, % at 3 µM | 320,000 compounds, 0.32% hits | AID 2435, 2010;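 active = activation above the mean of all tested compounds plus 3 SD, cutoff set per screening run, cut at about 20% in these data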;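 note: peak over basal fluorescence ratio from a 100 s FLIPR kinetic read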
# Target sequence (P30559 whole entry, looked up): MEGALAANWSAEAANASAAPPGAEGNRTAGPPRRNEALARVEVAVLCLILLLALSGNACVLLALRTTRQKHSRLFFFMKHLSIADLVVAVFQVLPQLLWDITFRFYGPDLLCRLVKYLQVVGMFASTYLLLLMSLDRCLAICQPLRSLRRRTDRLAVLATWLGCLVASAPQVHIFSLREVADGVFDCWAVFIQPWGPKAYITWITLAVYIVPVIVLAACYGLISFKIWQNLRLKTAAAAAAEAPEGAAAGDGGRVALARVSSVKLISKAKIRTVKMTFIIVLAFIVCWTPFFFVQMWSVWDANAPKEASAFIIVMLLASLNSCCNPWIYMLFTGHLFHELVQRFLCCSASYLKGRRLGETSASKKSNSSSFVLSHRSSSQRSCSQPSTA
# NS3 helicase inh – inhibitors of HCV NS3 helicase, primary screen, biochemical, Cy5 molecular beacon fluorescence | Hepatitis C virus NS3 helicase | AID 1800, 2009 | NS3 helicase DNA unwinding | inhibition, % at 10.9 µM | 290,000 compounds, 0.56% hits;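 active = inhibition above the mean of all tested compounds plus 3 SD, set per campaign, cut at about 35% in these data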;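 note: 0% = DMSO wells and 100% = thioflavine S control wells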
#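 Measured by: Cy5 fluorescence, 0 and 60 min reads / Assay system: NS3 helicase fragment of HCV / Control set: low DMSO, high thioflavine S at 110 µM / Times: 1 h reaction at 25 °C, ATP-initiated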
# Starred values were filed as active, the others as inactive; · = not tested or not shown.
# Results follow in this order: PHOSPHO1 inh	OXTR ag	NS3 helicase inh	GPR7 antagonist	FID counter	V1R ag counter	GalR3 antagonist	VIM-2 inhibitor	IMP-1 inh
> Cc1ccc(S(=O)(=O)NC(=O)c2cc(C)n(-c3ccc(N(C)C)cc3)c2C)cc1
→ -1.8	1.1	41.9*	2.9	-31.8	4.8	0.3	-4.7	-3.9
> O=C(O)C1=C[C@H](c2coc3ccccc3c2=O)C[C@H](OCCCCO)O1
→ 34.6	1.5	1.2	-2.5	-10.8	0.4	-5.4	1.8	-1.5
> CCn1c(COc2cccc(OC)c2)nnc1SCC(=O)NC1CCCC1
→ 26.6	·	12.8	-6.8	-33.5	·	-2.8	-4.7	-1.8
> COC(=O)Cn1c2nc3ccccc3nc2c2cccc(C)c21
→ 32.6	·	1.2	-18.6	-21.1	·	-5.1	1.3	-2.0
> COc1ccc(CCNC(=O)CCc2cn(C)c3ccccc23)c(OC)c1OC
→ 38.1	-1.3	2.1	-13.6	-28.3	-0.7	-13.9	-0.4	-0.8
> CCCS(=O)(=O)c1csc(C(=O)OC)c1N
→ 21.9	0.2	9.6	-10.9	-6.7	-1.6	-3.8	-1.2	-1.0
> CCN(CC)Cc1nc2c(c(=O)[nH]1)C1(CCCC1)Cc1ccccc1-2
→ 33.0	-0.2	-36.3	0.0	6.0	-0.8	-1.0	-4.9	-3.5
> C=CCNc1nc(Nc2ccc([N+](=O)[O-])cc2)nc(OCC)n1
→ -2.0	-1.2	11.4	2.0	-0.4	-0.3	-4.6	0.1	0.1
> CCOC(=O)C1=C(c2ccccc2)NC(=S)NC1c1ccc(Cl)cc1 (stereo unspecified)
→ 28.3	-4.3	-2.6	7.9	-27.0	-1.2	1.9	-3.8	-3.5
> CCOC(CNc1c([N+](=O)[O-])c(=O)n(C)c(=O)n1C)OCC
→ 6.9	0.5	-15.2	-2.2	-0.9	1.8	-9.4	-3.5	-2.6
> COc1cccc(/C=C2\SC(=S)N(CCCC(=O)Nc3cc(C)on3)C2=O)c1
→ 32.7	-1.3	1.5	-1.9	-6.3	1.3	-1.8	-1.1	-0.3
> COc1ccc(C(=O)N=C2SC3CS(=O)(=O)CC3N2Cc2ccc(OC)c(OC)c2)cc1 (stereo unspecified)
→ -20.1	2.0	-8.8	-0.1	-56.9	2.7	-9.5	-5.3	-3.1
> O=C(Nc1nc2ccccc2[nH]1)C1CCC1
→ 8.2	1.1	-1.1	-0.9	-1.3	0.5	-7.5	-2.0	-2.1
> CCOC(=O)c1c(-c2ncc(C(F)(F)F)cc2Cl)noc1C
→ -25.9	-1.3	0.1	1.0	-2.2	0.3	-2.0	0.6	-0.5
> CCOc1ccc(N2C(=O)C(c3ccccc3)=C(c3nc4ccccc4s3)C2NC(C)=O)cc1 (stereo unspecified)
→ 0.9	-0.7	-8.0	-1.9	-1.9	-1.1	-2.7	-4.2	-2.3
> CC1=Nc2cc([N+](=O)[O-])ccc2NC(C)(C)C1
→ 5.8	0.0	0.6	-6.0	4.2	0.1	4.4	-2.0	-3.4
> COc1cc2c(cc1OC)CN(C(=O)CN1CCN(S(=O)(=O)c3ccccc3)CC1)CC2
→ 36.8	0.6	-6.5	-0.5	-46.1	1.9	-1.6	-0.1	-1.2
> COc1c(S(=O)(=O)N2CCCCC2)ccc2c(S(=O)(=O)N3CCCCC3)cccc12
→ ·	-0.6	-4.7	0.0	1.4	-0.3	-2.4	-1.9	-2.1
> O=C(NCCN1CCN(C(=O)c2ccc(F)cc2)CC1)C(=O)NCc1ccccc1
→ 44.9	0.6	-0.6	-6.6	-27.9	-0.4	-8.3	-2.0	-2.6
> CCNC(=S)Nc1ccc(OCC)cc1
→ 6.3	-0.2	2.2	-0.9	-9.0	0.2	-5.9	2.0	-5.4
> COc1cccc(-n2nnc3c(=O)n(Cc4ccc(C)cc4)cnc32)c1
→ 1.5	0.8	-1.9	0.5	-2.4	-0.2	-5.8	-2.4	0.2
> COc1ccc(NC(=O)NCc2cccnc2)cc1
→ 22.6	0.8	8.2	-18.9	-1.8	-0.3	-2.9	-1.2	-2.3
> CCCc1nc2c(nnn2Cc2ccccc2F)c(=O)[nH]1
→ -15.9	-0.9	0.7	-2.4	-5.5	-0.5	0.5	-4.0	-1.4
> CC(=O)c1c(C)n(-c2ccc(Cl)cc2)c2ccc(O)cc12
→ 0.0	-1.3	6.5	16.7	-9.2	2.4	-10.0	14.3*	-1.0
> COc1cc(NC(=O)C(=O)NCCN(C)C)c(OC)cc1Cl
→ 11.7	0.7	-3.6	-9.7	10.6	1.4	2.7	-1.2	-3.6
> CCn1cc(C(=O)NCc2ccc3c(c2)OCO3)c(=O)c2cc(F)c(N3CCN(C)CC3)cc21
→ 18.6	1.8	-51.9	7.3	22.7	2.0	-2.1	2.5	-0.4
> O=C(CSCc1ccc(Cl)cc1)N1CCN(Cc2ccc3c(c2)OCO3)CC1
→ -4.4	2.8	-6.6	6.4	-21.4	5.4	-0.3	-1.4	-2.1
> CCn1nnc(-c2ccccc2NC(=O)c2cccc(-n3cnnn3)c2)n1
→ -2.2	-0.1	5.3	2.7	1.9	0.2	-3.4	0.4	0.8
> O=C(Cc1ccccn1)c1ccc(O)cc1O
→ 28.4	1.5	2.0	1.2	-4.6	1.6	-10.7	-2.5	-0.4
> CCOC(=O)CCNC(C(=O)OCC)c1ccccc1 (stereo unspecified)
→ -6.3	0.0	7.3	5.2	-1.8	-0.1	1.1	-1.2	-1.3

# New compounds follow:
# Results follow in this order: PHOSPHO1 inh	OXTR ag	NS3 helicase inh	GPR7 antagonist	FID counter	V1R ag counter	GalR3 antagonist	VIM-2 inhibitor	IMP-1 inh
> CC(C)n1c(SC2C(=O)CC(C)(C)CC2=O)nc2c1c(=O)n(C)c(=O)n2C
→ 20.0	0.1	1.3	-3.4	1.5	0.2	-2.0	-2.2	-1.7
> COc1ccc(N(CC(=O)N2CCN(c3ccc(F)cc3)CC2)S(=O)(=O)c2c(C)noc2C)cc1
→ 33.2	-0.7	2.8	0.6	-43.3	3.2	-8.2	-2.6	-2.2
> CCCC1COC(Cn2cncn2)(c2ccc(C)cc2)O1 (stereo unspecified)
→ 1.0	-1.6	-1.0	6.8	-16.4	-0.7	2.0	-2.4	-2.3
> O=C1OC2CCC1(c1ccccc1)C2 (stereo unspecified)
→ -5.8	0.1	3.1	-6.4	-0.1	0.0	-4.2	-5.0	-3.0
> Cn1c(Cn2c(=O)sc3ccccc32)nnc1SCc1ccccc1F
→ 13.0	-1.1	5.7	-8.6	-13.9	0.3	-3.8	-1.0	-5.1
> COc1ccc(S(=O)(=O)n2c([N+](=O)[O-])cnc2C)cc1OC
→ 13.8	0.5	6.2	-5.0	2.7	0.3	-6.8	-1.9	-2.9
> c1ccc(-c2nc(N3CCCCCC3)nc(-n3ccnc3)n2)cc1
→ 44.8	-1.2	11.6	-4.8	-0.1	-0.2	-2.8	-1.7	-1.4
> CC(C)(C)NC(=O)CSc1nnc(C2CC2)n1Cc1ccccc1
→ 2.6	-0.9	6.7	-3.0	-17.0	1.5	-3.7	-3.0	-2.9
> Cc1cc([N+](=O)[O-])cc(/C=N/n2c(C)nc3ccccc3c2=O)c1O
→ 19.5	0.9	-2.3	-8.8	1.2	2.5	-5.4	-4.7	1.6
> N#CC(C#N)=C1C=CC=CN1/C(=C\c1ccco1)C(=O)c1ccc(Cl)cc1
→ -11.7	2.2	-9.3	9.8	-1.1	1.9	8.8	-3.4	-3.8
> CCOC(=O)c1c(-c2ccc(OC)cc2)cn2ccccc12
→ 15.4	-1.2	2.1	2.8	-1.0	-0.5	-7.8	0.4	-0.7
> CCCCNS(=O)(=O)c1ccc2nc(-c3cccnc3)cc(C(=O)NC3CCCC3)c2c1
→ 46.6	-0.1	11.0	-10.2	-7.0	-0.7	-1.3	-1.7	-2.7
> CC1CCN(CCCNC(=O)c2ccc3c(=O)n(CCc4ccccc4)c(=O)[nH]c3c2)CC1
→ -2.2	0.6	-7.4	7.2	17.5	-0.6	-2.4	0.7	-3.6
> C=CCN(C(=O)C1=NN(C2CCS(=O)(=O)C2)C(=O)CC1)c1nc(-c2ccc([N+](=O)[O-])cc2)cs1 (stereo unspecified)
→ 1.0	0.5	-3.7	6.1	-18.7	-0.1	-4.3	0.3	-0.4
> Cc1ccc(C(=O)NCC(=O)N/N=C/c2cccs2)cc1C
→ 26.7	-2.6	3.0	-0.2	2.2	-0.5	-3.3	-2.0	-2.8
> O=c1c2ccccc2nnn1CSc1nnc(-c2cccs2)n1Cc1ccccc1
→ -35.6	-1.7	3.1	-3.6	-25.3	-0.9	-3.5	-1.7	-3.8
> Cc1ccn(CC(=O)N2N=C(C(F)F)CC2(O)C(F)F)n1 (stereo unspecified)
→ -3.4	0.8	-5.7	-12.2	-1.2	0.2	0.3	-4.0	-3.1
> Cc1cc(NC(=O)COC(=O)C2CCC(=O)N2)c([N+](=O)[O-])cc1C (stereo unspecified)
→ 20.2	-0.2	-11.8	-6.3	-4.5	1.7	-4.9	0.1	-1.1
> O=C(c1ccccc1[N+](=O)[O-])N1N=C(c2ccccc2)CC1(O)C(F)(F)F (stereo unspecified)
→ 24.1	0.2	-1.3	-5.7	-11.5	-0.9	-5.4	0.8	-2.2
> COc1ccc(NC(=O)Cc2ccc(C)cc2)c([N+](=O)[O-])c1
→ -6.2	-0.3	-6.2	-11.0	-2.1	0.4	1.7	-0.4	-4.5
> Cc1ccc(S(=O)(=O)N(CC(=O)N2CCCCCC2)c2ccccc2F)cc1
→ 27.9	-1.0	-4.9	-9.1	-31.3	-0.9	-7.7	-0.8	-1.5
> CC(C)CCn1nnnc1C(c1ccccc1)N1CCN(C)CC1 (stereo unspecified)
→ -22.6	-1.2	11.1	-9.0	8.5	0.6	-3.3	-1.3	-1.3
> O=C1CSC(c2cccc([N+](=O)[O-])c2)N1c1c(F)cccc1F (stereo unspecified)
→ -3.9	-2.1	-12.0	-0.2	1.6	-0.5	-3.9	1.4	0.9
> CCN(CC)S(=O)(=O)c1ccc(Cl)c(C(=O)NCCN2CCOCC2)c1
→ 28.4	1.4	-1.1	-2.6	-4.7	0.9	-12.6	-2.5	-1.9
> O=C(CCl)N(c1ccccc1)c1c[nH]c2ccccc12
→ 20.6	1.1	5.3	1.4	-9.4	-0.1	-2.9	0.0	-0.9

# Bioassay records deposited in PubChem BioAssay by several laboratories.

# Compounds as they come. About 4.3% of those tested had a hit in this group.
